Screening results (PubChem BioAssay)
mABHD4 FP: ABHD4 (mouse) inhibition, primary FP screen. inhibition, % at 8.92 µM. AID 720543. Q8VD66. 0.54% of 370,000 active. purified mABHD4, FP-Rh probe fluorescence polarization;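 active = inhibition exceeding the mean over every tested compound plus 3 SD, cut at about 30% in these data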;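 note: 0% = plate median of compound wells and 100% = S159A mutant with DMSO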
Target sequence (Q8VD66 whole entry, looked up): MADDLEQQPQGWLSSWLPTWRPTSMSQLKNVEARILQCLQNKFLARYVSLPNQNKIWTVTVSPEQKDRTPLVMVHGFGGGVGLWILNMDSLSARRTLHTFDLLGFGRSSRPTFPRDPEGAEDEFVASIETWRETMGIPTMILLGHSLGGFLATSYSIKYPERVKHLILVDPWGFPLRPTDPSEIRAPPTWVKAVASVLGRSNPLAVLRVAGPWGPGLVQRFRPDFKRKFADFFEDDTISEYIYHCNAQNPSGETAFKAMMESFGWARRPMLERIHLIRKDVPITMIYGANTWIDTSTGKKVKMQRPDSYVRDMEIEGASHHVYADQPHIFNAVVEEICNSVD
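Assay system: mABHD4 protein; medium: HEPES pH 7.0, NaCl, Pluronic buffer; dosing: 8.92 µM, single dose; schedule: 45 min + 60 min at 25 °C; signal: FP readout, ex 525 nm / em 598 nm; read-out: normalized percent inhibition of probe labeling; repeats: single replicate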
rCAG binder: r(CAG) repeat RNA binding. TO-PRO-1 dye displacement fluorescence. inhibition, % at 3 µM. 1.3% of 370,000 active;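 active = inhibition above the plate cutoff, the mean of all test compounds on that plate plus 3 SD, cut at about 35% in these data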;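 note: 0% = DMSO alone and 100% = 100 µM mitoxantrone as full dye displacement; higher means more dye released from RNA so lower well fluorescence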
SIAE primary: human SIAE inhibition, primary screen | inhibition, % at 9.66 µM | Q9HAT2 | SIAE FP-Rh probe binding, fluorescence polarization | 0.69% of 370,000 active;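 active = inhibition above a cutoff: mean of compounds within the control limits plus 3 SD of those, cut at about 17% in these data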;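 note: 0% = plate median of compound wells and 100% = probe without SIAE protein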
TDP2 inh: blocks human TDP2 phosphodiesterase activity; recombinant TDP2, T5PNP hydrolysis, p-nitrophenol absorbance 415 nm; O95551; AID 720702; inhibition, % at 12.8 µM; 0.34% of 370,000 active;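 active = inhibition above the mean of all tested compounds plus 3 SD, set per campaign, cut at about 25% in these data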;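 note: 0% = DMSO with enzyme and 100% = buffer with substrate but no TDP2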
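Read-out basis: percent inhibition. System: recombinant human TDP2. Buffer or medium: Mg2+-containing Tris-HCl buffer, pH 7.5. Repeats: single replicate. Timing: reaction 2 h, 37 °C. Benchmarks: high control without enzyme, low control DMSO plus TDP2. Probe or stimulus: 5 mM T5PNP. Doses: 12.8 µM only. Measured by: epi absorbance of p-nitrophenol freed from T5PNP by hydrolysis.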
NPR2 activator: GC-B (human) receptor activation; 0.11% of 370,000 active; HEK293-GC-B cells, CNP EC30, cGMP TR-FRET; 0% at EC30 CNP, 100% saturating CNP; activation, % at 10 µM;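 active = activation at 10 µM reaching about 35% in either raw or pattern-adjusted values, limit read from the data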
MBD2 inh: blocks human MBD2 binding to methylated DNA; Q9UBB5; TR-FRET, MBD2 binding to methylated oligonucleotide; inhibition, % at 4.4 µM; 0.31% of 370,000 active; AID 686964; in the data active = inhibition above about 13%
HTRA1 inhibitor: blocks human HTRA1 serine peptidase | inhibition, % at 5.96 µM | Q92743 | recombinant HTRA1, FP-rhodamine activity-based probe, fluorescence polarization | AID 504803 | 0.5% of 340,000 active; in the data active = inhibition above about 36%;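 note: 0% = enzyme with DMSO and 100% = wells lacking enzyme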
TCR CD3 inh: inhibitors of human TCR-CD3 interaction | TAMRA-labeled TCR probe fluorescence, biochemical | inhibition, % at 9.4 µM | 0.37% of 360,000 active; in the data active = inhibition above about 19%;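 note: recombinant mutant TCR 2C K166C tagged with TAMRA read by polarization; 0% = receptor in buffer alone and 100% = receptor with positive control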
PRMT1 FP inh: PRMT1 (human) inhibition, primary screen | Q99873 | recombinant PRMT1, activity-based probe fluorescence polarization | inhibition, % at 2.79 µM | 1.3% of 370,000 active;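 active = inhibition above about 21% made by adding two undisclosed values, limit read from the data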
Target sequence (Q99873 whole entry, looked up): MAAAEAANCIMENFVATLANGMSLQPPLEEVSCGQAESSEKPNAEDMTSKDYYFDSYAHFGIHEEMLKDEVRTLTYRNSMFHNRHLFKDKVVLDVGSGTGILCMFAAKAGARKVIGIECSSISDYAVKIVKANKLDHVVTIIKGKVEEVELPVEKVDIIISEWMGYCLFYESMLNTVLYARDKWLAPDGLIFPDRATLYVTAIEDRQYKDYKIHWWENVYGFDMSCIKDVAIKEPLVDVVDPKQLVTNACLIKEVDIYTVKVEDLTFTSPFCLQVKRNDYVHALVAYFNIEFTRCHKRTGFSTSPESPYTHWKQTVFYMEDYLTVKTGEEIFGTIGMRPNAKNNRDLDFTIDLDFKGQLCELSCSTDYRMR
LEDGF integ inh: blocks HIV-1 LEDGF/p75-dependent DNA integration. TR-FRET IN-LEDGF/p75 DNA integration, Eu/Cy5. inhibition, % at 3.7 µM. 0.64% of 370,000 active;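 active = inhibition above the screen-wide mean plus 3 SD, cut at about 13% in these data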;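 note: signal is the Cy5 over europium emission ratio at 671 and 618 nm; 0% = plate median of compound wells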
Numbers without * were called inactive; nt = not tested or not shown.

mol	mABHD4 FP	rCAG binder	SIAE primary	TDP2 inh	NPR2 activator	MBD2 inh	HTRA1 inhibitor	TCR CD3 inh	PRMT1 FP inh	LEDGF integ inh
C=CCNC(=O)C1CC2Cn3c(nc4cc(Cl)c(Cl)cc43)C2N1C (stereo unspecified)	-5	-1	3	0	3	6	-4	-10	5	5
CC(=O)Nc1ccc(Nc2c3ccccc3nc3ccccc23)cc1	0	2	-3	-3	-6	8	8	-7	1	1
Cc1cc(C(=O)NN=Cc2c(C)[nH]c3ccccc23)c(C)o1	15	4	15	7	-2	-2	12	-2	4	-3
COc1cc(-c2nnc(SCC(=O)N3CCOCC3)o2)cc(OC)c1OC	5	-5	-2	-9	-11	-2	-5	-3	1	-1
CCN(CC(=O)Nc1ccc2c(c1)OCCO2)c1ccc(S(=O)(=O)N2CCOCC2)cn1	-3	-1	1	4	-1	2	6	-3	-3	0
CCCN(C(=O)c1ccc(-n2cncn2)c([N+](=O)[O-])c1)C1CCS(=O)(=O)C1 (stereo unspecified)	3	4	-5	3	5	0	4	9	-3	3
CC(C)CC(=O)N1CCC(N(CCc2ccccc2)Cc2ccccc2)CC1	13	-10	5	-5	0	2	-12	-6	3	-1
O=C(NCCCn1ccnc1)c1ccc(NS(=O)(=O)c2cccc([N+](=O)[O-])c2)cc1	6	0	-10	2	3	5	0	-6	2	-4
Cc1cc(C)nc(SCC(=O)N2CCC(C(N)=O)CC2)n1	5	-4	4	2	2	8	5	-2	0	2
CC(=O)n1cc([C@H]2C=C(C(=O)N3CCN(Cc4ccccc4)CC3)O[C@@H](OCc3ccc(CO)cc3)C2)c2ccccc21	-24	11	-9	-9	-5	5	-32	-4	5	-2
CCCN(CCC)c1nc2ccccc2n2c(C)nnc12	-5	-3	2	-7	-5	-1	-3	2	0	0
CCC(NC(=O)Cc1c(C)c2cc3c(cc2oc1=O)OC(C)(C)CC3)C(=O)O (stereo unspecified)	-2	4	-5	-9	2	3	-4	0	2	-7
COc1ccc(NC(=O)/C(C#N)=C/c2ccc(-c3ccc(Cl)c(C(=O)O)c3)o2)cc1	4	5	-6	4	-1	0	-3	3	2	-3
CCOc1ccccc1NC(=O)CSc1c(C)n[nH]c1C	0	1	1	-19	6	1	-1	-7	25*	-1
COc1ccccc1C(=O)NNC(=O)C(=O)Nc1ccc(C)cc1	-6	1	6	-13	-2	-1	-3	6	-4	2

More structures
mol	mABHD4 FP	rCAG binder	SIAE primary	TDP2 inh	NPR2 activator	MBD2 inh	HTRA1 inhibitor	TCR CD3 inh	PRMT1 FP inh	LEDGF integ inh
CCCC1NC(=S)NC(C)=C1C(C)=O (stereo unspecified)	-5	0	-5	4	5	0	-14	-8	5	-3
COc1ccc(-c2nc3c(C)cc(Br)cn3c2CC2CCCCC2)cc1OC	4	8	5	3	8	10	nt	-5	8	-2
O=S(=O)(c1ccccc1)c1cnn(-c2ccccc2)c1-c1ccc(F)cc1	0	1	-18	-11	-4	4	-16	3	0	-2
C=CCn1c(SC(C)C(=O)NC2CC2)nnc1-c1ccoc1C (stereo unspecified)	2	-3	-3	3	1	-2	8	5	1	1
COc1cc(OC)cc(C(=O)NNC(=O)CNC(=O)c2cccs2)c1	-14	1	-11	-17	7	-8	-6	7	-2	2
Cc1cc(C)c(NC(=O)CN2C(=O)NC3(CCCCC3)C2=O)c(C)c1	-9	-4	-4	-8	-2	0	2	2	0	-5
Cc1nc([N+](=O)[O-])c(Br)n1Cc1ccccc1	0	-1	-7	-3	2	3	4	-4	4	-3
COc1ccc(CNc2nc3ccccc3n2Cc2ccc(C)cc2)cc1OC	4	-7	2	15	-1	0	-4	-3	-4	3
COc1ccc(C(=O)Nc2ccc(S(=O)(=O)NC(C)=O)cc2)cc1	2	4	8	8	5	1	-5	-1	9	-3
CCCc1cc(-c2nc(-c3ccc(Cl)cc3)cs2)ccn1	-9	2	-7	8	-13	-1	-16	1	2	-2
Cc1ccc(N2CC(C(=O)N3CCN(C(=O)c4ccco4)CC3)CC2=O)cc1 (stereo unspecified)	-7	8	8	-2	-4	5	5	3	-1	1
O=C(NCc1ccccc1)c1cc(=O)c2ccccc2o1	2	1	5	9	2	0	3	-3	-1	1
COc1cc(OC)c(OC)cc1NC(=O)CC1COc2ccccc2O1 (stereo unspecified)	0	-5	6	-3	2	2	1	6	-3	-1
CCN(CC)C(=O)[C@H]1C[C@H](CC(=O)NCCCN(C)C)C(=O)N2CCc3c([nH]c4ccc(Cl)cc34)[C@]12C	4	6	2	-4	-4	1	-1	2	0	-4
COc1ccc(S(=O)(=O)n2cccc2)cc1OC	1	-4	-5	-1	6	0	3	-5	0	-5

New compounds follow.
mol	mABHD4 FP	rCAG binder	SIAE primary	TDP2 inh	NPR2 activator	MBD2 inh	HTRA1 inhibitor	TCR CD3 inh	PRMT1 FP inh	LEDGF integ inh
CSC1=NC(C)(C)CC2(C)Nc3ccccc3N12 (stereo unspecified)	7	-5	9	8	-3	-2	2	1	0	-4
COc1ccc(C(=O)NCC(=O)OCC(=O)Nc2cc([N+](=O)[O-])ccc2F)cc1	0	2	1	-2	0	-4	9	1	-2	3
Cc1ccc(-c2ccc(=O)n(CCC(=O)NCc3ccccn3)n2)cc1	0	-2	4	7	-2	0	-1	-1	3	4
CN(CC(=O)Nc1ccc(Cl)c(S(=O)(=O)N(C)C)c1)Cc1ccccc1	-10	1	-1	1	-4	3	-5	-1	4	-5
CCCS(=O)(=O)c1nc(S(=O)(=O)c2ccc(C)cc2)c(N2CCN(CCO)CC2)s1	1	-7	1	-4	-1	0	-2	1	2	3
O=C(CN1CCC(NC(=O)Cc2ccccc2)CC1)Nc1ccccc1Br	2	-4	-2	8	5	3	-4	-4	1	-5
O=C(NCCCn1ccnc1)c1ccc(OCC(F)(F)F)cc1	1	1	6	5	-4	6	0	3	-2	-1
O=C(NCc1ccc(Cl)cc1)c1ccc(N2CCCC2=O)cc1	-2	-4	8	-3	5	1	-4	2	2	0
CCN1CCN(C(=O)c2cc(COc3ccc4ncccc4c3)on2)CC1	1	-3	-2	13	-1	0	0	1	0	-2
COc1ccc(C(=O)O)c(O)c1	2	1	1	-9	-3	-3	-1	-10	0	2
CCOC1=C2[C@@H](CN(S(=O)(=O)c3ccc(C)cc3)[C@H]2c2cccc3ccccc23)[C@H]2C(=O)N(c3ccccc3)C(=O)[C@H]2C1	-7	14	-8	-1	6	-2	nt	-3	-2	0
CC(C)c1ncc(C(O)c2cccc3ccccc23)n1C (stereo unspecified)	-2	2	-3	-8	3	1	2	-2	-1	-3
Cc1cccc(C)c1N1CCN(C(c2ccnc3ccccc23)c2nnnn2-c2ccc3c(c2)OCCO3)CC1 (stereo unspecified)	-7	10	7	-4	1	-5	nt	-2	1	1
CC(C)(C)OC(=O)N1CCN(C(=O)c2cccnc2Cl)CC1	-3	-5	8	4	1	2	-6	-4	-1	1
Cc1ccc(S(=O)(=O)N2CCN(C(=O)CN3C(=O)CNC3=O)CC2)cc1	-4	6	5	2	5	4	0	0	-5	1

The list goes on:
mol	mABHD4 FP	rCAG binder	SIAE primary	TDP2 inh	NPR2 activator	MBD2 inh	HTRA1 inhibitor	TCR CD3 inh	PRMT1 FP inh	LEDGF integ inh
CCC(=O)Oc1ccc2c(C)cc(=O)oc2c1C(=O)CC	5	-2	4	5	3	-3	nt	4	-4	-5
CCOC(=O)C1CCCN(CC(=O)Nc2nc(-c3ccccc3)cs2)C1 (stereo unspecified)	-1	-3	2	-5	-7	3	-15	-11	0	-5
Cc1ccccc1-n1nc(C)c2cc(C(=O)N3CCN(S(=O)(=O)c4ccccc4)CC3)sc21	8	-1	0	-10	-6	-2	1	3	-1	4
Cc1ccc(C(=O)Oc2ccccc2N2CCOCC2)cc1	-1	-8	2	3	-1	-1	4	0	-3	0
COc1ccccc1C(c1nnnn1Cc1ccccc1)N1CCN(c2nc3ccccc3s2)CC1 (stereo unspecified)	-7	1	0	0	2	-5	-24	6	-2	2
S=C(NC1CC1)N1CCN(C(=S)NC2CC2)CC1	5	-4	6	-9	6	0	0	-1	0	-7
O=C(O)C[C@H]1c2cc(C(F)(F)F)ccc2S(=O)(=O)N1C1CCCC1	10	1	5	-8	-10	-6	-1	0	3	0
CCCCOC(=O)Nc1nnc(CCc2ccccc2)s1	6	-8	-4	-1	-1	2	-6	-7	-1	-5
CCCCN(C(=O)c1ccc(-n2nc(C)cc2C)cc1)c1c(N)n(CCC)c(=O)[nH]c1=O	3	-4	0	0	1	1	-7	0	-1	1
CNC(=S)NNC(=O)c1sc2cc(C(F)(F)F)cnc2c1-c1cccnc1	1	14	6	1	-2	4	5	3	-1	-1
CNC(=S)Nc1cc(S(=O)(=O)Nc2cc(Cl)ccc2Cl)ccc1N1CCCC1	10	37*	4	-14	3	-4	-4	-5	7	-4
O=C(Nc1cccc(S(=O)(=O)N2CCCC2)c1)c1ccc2c(c1)OCO2	8	-2	-1	-2	0	1	-2	-1	-1	-2
Cc1nnc(SCc2cc(=O)[nH]c(/N=C(\N)Nc3ccccc3Sc3ccccc3)n2)s1	6	0	-1	-5	0	-3	5	2	-3	-3
CC(=O)NCCNC(=O)CCNC(=O)c1ccc(Cl)cc1	4	-2	1	2	8	2	-1	5	1	0
O=C(Nc1ncnc2sc3c(c12)CCC3)c1ccco1	4	4	4	2	2	-3	4	-1	-3	1

This is a subset (hit frequency here may not be typical).
